From PubChem
L3MBTL1 block: qHTS Assay for the Inhibitors of L3MBTL1; AID 485360, 2010; AlphaScreen L3MBTL1–H3K9me1 peptide binding; Lethal(3)malignant brain tumor-like protein 1 (Homo sapiens), Q9Y468; 230,000 tested, 0.66% active; Potency, µM (doses to about 57.1 µM), without a hit: top-dose activity, negative = inhibition, most hits filed as inhibitors; also: nearly all actives have a fitted effect of over 60% in size
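AlphaScreen assay: L3MBTL1 (50 nM final) was preincubated 30 min at room temperature with biotinylated H3(1-15)K9me1 peptide (75 nM final), then 30 min with library compounds; streptavidin donor and nickel chelate acceptor beads (10 ug/mL final) added, 30 min dark.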
TR SRC2 fluor cs: Total Fluorescence Counterscreen for Inhibitors of the Interaction of Thyroid Hormone Receptor and Steroid Receptor Coregulator 2 | TRb/SRC2 Texas Red total fluorescence interference | Potency, µM (highest dose often 106 µM), for inactives: at the top dose fluorescence change, negative = quenching | 280,000 tested, 0.29% active | AID 1479, 2009; active = well fitted curve in either direction with a large enough effect; inconclusive = small, poorly fitted or top-dose-only effect
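Flags fluorescent or light-absorbing compounds by total fluorescence, S + 2P, at 555 nm excitation and 632 nm emission. Mixture: 20 nM Texas Red SRC2 peptide, 0.6 uM human TRb LBD, 1 uM T3, 5% DMSO; compound exposure 5 h at ambient temperature.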
GLA spleen mod: qHTS Assay for Inhibitors and Activators of Human alpha-Galactosidase From Spleen Homogenate; human spleen homogenate, 4MU-alpha-Gal fluorescence, 40 min; Potency, µM (titrated, usually from 80 µM), for inactives: top-dose activity change, negative = inhibition, hits mostly inhibitors; 240,000 tested, 0.008% active; AID 2107, 2009;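 also: 0% = enzyme with vehicle and -100% = no enzyme basal signal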
Target sequence (P06280 32-429 limits assumed): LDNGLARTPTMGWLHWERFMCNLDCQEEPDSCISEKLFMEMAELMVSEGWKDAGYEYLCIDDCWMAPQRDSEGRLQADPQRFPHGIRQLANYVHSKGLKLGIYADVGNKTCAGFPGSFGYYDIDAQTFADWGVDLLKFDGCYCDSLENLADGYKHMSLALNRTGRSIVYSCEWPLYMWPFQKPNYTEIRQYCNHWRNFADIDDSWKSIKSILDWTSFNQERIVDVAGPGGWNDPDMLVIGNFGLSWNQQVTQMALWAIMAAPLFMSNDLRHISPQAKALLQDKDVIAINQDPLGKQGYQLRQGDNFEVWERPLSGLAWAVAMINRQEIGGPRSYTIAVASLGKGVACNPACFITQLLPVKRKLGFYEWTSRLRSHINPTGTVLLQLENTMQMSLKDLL
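qHTS titration in buffer at pH 5.0. Alpha-galactosidase activity in spleen homogenate was measured via 4-methylumbelliferone release from 1 mM fluorogenic substrate after 40 min at 37C and a pH 10 stop. AC50 came from Hill fits of control-normalized data.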
Tau ThT inhib: qHTS for Inhibitors of Tau Fibril Formation, Thioflavin T Binding; 270,000 tested, 2.1% active; Potency, µM (titrated, usually from 57.4 µM), for inactives: at the highest dose activity, negative = inhibition, hits mostly inhibitors; AID 1460, 2008; Microtubule-associated protein tau (Homo sapiens), P10636; recombinant tau K18 P301L, heparin-induced fibrillization, ThT fluorescence; also: nearly all actives have a fitted effect of over 55% in size
Target sequence (P10636 561-689 P618L limits assumed): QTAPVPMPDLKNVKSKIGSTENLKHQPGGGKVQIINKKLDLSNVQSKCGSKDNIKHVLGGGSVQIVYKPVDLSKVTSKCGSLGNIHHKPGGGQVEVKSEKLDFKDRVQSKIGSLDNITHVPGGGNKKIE
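Fibril formation assay: tau K18 P301L at 15 uM with trace Alexa 594 label, heparin inducer 20 uM, pH 7 sodium acetate buffer, 37 C for 6 hr; endpoint ThT signal.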
ALDH1A1 inh: qHTS Assay for Inhibitors of Aldehyde Dehydrogenase 1 (ALDH1A1) | Aldehyde dehydrogenase 1A1 (Homo sapiens), P00352 | Purified ALDH1A1, NADH fluorescence, propionaldehyde substrate | Potency, µM (titrated, usually from 75.3 µM), without a hit: at the top dose activity, negative = inhibition, hits mostly inhibitors | 220,000 tested, 7.3% active | AID 1030, 2008; active = well fitted inhibition curve with a large enough effect, not every such curve was filed as active; inconclusive = small, poorly fitted or top-dose-only effect, or another doubt; inactive = no such curve, though single readings can be large or run the other way;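 also: plate controls were no enzyme wells and a reference inhibitor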
Target sequence (P00352 whole entry, looked up): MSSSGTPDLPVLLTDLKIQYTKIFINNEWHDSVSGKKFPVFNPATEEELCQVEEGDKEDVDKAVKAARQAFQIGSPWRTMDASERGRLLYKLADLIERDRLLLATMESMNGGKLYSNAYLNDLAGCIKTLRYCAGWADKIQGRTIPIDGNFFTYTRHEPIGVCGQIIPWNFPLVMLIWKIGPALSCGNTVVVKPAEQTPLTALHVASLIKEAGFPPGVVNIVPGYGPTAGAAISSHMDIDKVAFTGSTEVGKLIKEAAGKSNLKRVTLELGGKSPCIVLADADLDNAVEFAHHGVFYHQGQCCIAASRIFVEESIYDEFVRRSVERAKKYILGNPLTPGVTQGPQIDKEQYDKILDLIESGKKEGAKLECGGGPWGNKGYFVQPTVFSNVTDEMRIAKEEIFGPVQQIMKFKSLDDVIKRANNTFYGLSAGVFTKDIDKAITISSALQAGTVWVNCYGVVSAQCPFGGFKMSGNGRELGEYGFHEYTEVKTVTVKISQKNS
TRb SRC2 PPI: qHTS for Inhibitors of the Interaction of Thyroid Hormone Receptor and Steroid Receptor Coregulator 2; Thyroid hormone receptor beta (Homo sapiens), P10828; TRbeta-SRC2 peptide binding, fluorescence polarization; receptor liganded with 1 µM T3; Potency, µM (highest dose often 106 µM), without a hit: top-dose activity change, negative = inhibition, hits mostly inhibitors; 280,000 tested, 0.065% active;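 also: plate controls were bound peptide for no effect and peptide without receptor for full effect; nearly all actives have a fitted effect of over 50% in size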
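Fluorescence polarization of 20 nM Texas Red SRC2 peptide (20-aa NR interaction domain) bound to 0.6 uM human TRb ligand-binding domain, with 1 uM T3, after 5 hr at ambient temperature; inhibition seen as decreased polarization.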
Tau fluor cs: Counterscreen qHTS for Inhibitors of Tau Fibril Formation, Fluorescence Polarization; tau K18 P301L (four-repeat tau fragment) Alexa594 fluorescence, heparin fibrillization; Potency, µM (doses to about 57.7 µM), without a hit: at the top dose activity change, negative = decrease; 280,000 tested, 0.93% active; also: nearly all actives have a fitted effect of over 55% in size
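Human K18 P301L tau (15 uM unlabeled plus 0.24 uM Alexa 594-labeled, final) in 100 mM sodium acetate pH 7 was mixed with compound and 20 uM heparin and incubated 6 hr at 37 C.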
Tau fibril FP: qHTS for Inhibitors of Tau Fibril Formation, Fluorescence Polarization | Microtubule-associated protein tau (Homo sapiens), P10636 | K18 P301L tau heparin fibrillization, Alexa594 FP, 6 h | Potency, µM (doses to about 57.7 µM), for the others: at the top dose activity, negative = inhibition, hits mostly inhibitors | 280,000 tested, 0.39% active | AID 1468, 2008; also: nearly all actives have a fitted effect of over 55% in size
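K18 P301L tau (15 uM unlabeled/0.24 uM Alexa 594-labeled, final) + compound + heparin 20 uM final; 100 mM NaOAc pH 7; 6 hr 37 C; ThT 30 uM final added, 1 hr RT; FP ex 555/em 632 nm.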
The depositor's hits bear a star; ? = inconclusive; . = not tested or not shown. Unless noted, calls follow the shape of the dose curve; as a rule, active = well fitted curve in the direction sought with a large enough effect; inconclusive = small, poorly fitted or top-dose-only effect, or another doubt; inactive = no such curve, though single readings can be large; an effect the other way counts as inactive or inconclusive. Unless noted, % is scaled to controls: 0 for no effect and ±100 for the full control effect; potency is read from the fitted curve at half-maximal effect. No enrichment for hits; about 8.5% have a hit in one of these screens.

Screens by letter: A = L3MBTL1 block; B = TR SRC2 fluor cs; C = GLA spleen mod; D = Tau ThT inhib; E = ALDH1A1 inh; F = TRb SRC2 PPI; G = Tau fluor cs; H = Tau fibril FP
COc1ccc(-c2noc(CCC(=O)Nc3cccnc3)n2)cc1OC
  A: -9% | B: -1% | C: 4% | D: -8% | E: ? | F: -7% | G: 1% | H: 7%
O=C(NNC(=O)c1cc([N+](=O)[O-])ccc1Cl)c1cccs1
  A: 13% | B: 0% | C: 2% | D: -1% | E: 25% | F: -4% | G: 6% | H: 8%
Cc1ccc(NS(=O)(=O)c2ccc(NC(=O)CN(c3cc([N+](=O)[O-])ccc3C)S(C)(=O)=O)cc2)c(C)c1
  A: -1% | B: 1% | C: -6% | D: ? | E: 6% | F: -2% | G: ? | H: ?
CC1=Nc2cc(C(=O)NCc3ccccc3Cl)ccc2Sc2c(C)ccc(C)c21
  A: . | B: -1% | C: . | D: 2% | E: . | F: 1% | G: -11% | H: ?
COc1ccc(CCNC(=O)c2sc3nc4n(c(=O)c3c2C)CCCC4)cc1OC
  A: . | B: 7% | C: . | D: 3% | E: . | F: -6% | G: 2% | H: -2%
CCN(CC)S(=O)(=O)c1ccc2c(c1)N(CC(=O)N1CCN(c3ccc(F)cc3)CC1)C(=O)CO2
  A: 0% | B: -28% | C: . | D: -5% | E: . | F: -7% | G: -14% | H: -2%
NC(=O)c1ccc(N=Nc2c(-c3ccccc3)[nH]n(-c3ccccc3)c2=O)cc1
  A: -5% | B: -2% | C: 4% | D: ? | E: 10% | F: 0% | G: ? | H: 15%
COC(=O)c1ccc(NC(=O)CNCc2ccncc2)cc1
  A: 5% | B: 0% | C: 0% | D: -15% | E: 22µM* | F: 3% | G: -8% | H: -1%
COC(=O)c1cc(C(=O)NCc2ccccc2)c(=O)[nH]c1C
  A: -3% | B: -2% | C: -1% | D: -6% | E: ? | F: -5% | G: -5% | H: -4%
CCO[C@@H]1OC(C(=O)NCc2ccccc2)=C[C@H](c2ccc(Br)cc2)[C@H]1CCCO
  A: 5% | B: -1% | C: 4% | D: -17% | E: 5% | F: -7% | G: -18% | H: 4%
O=C(NCCCN1CCOCC1)c1coc2ccccc2c1=O
  A: 3% | B: -7% | C: -6% | D: -7% | E: 13% | F: 4% | G: -4% | H: 0%
O=C(Nc1cccs1)Nc1ccc(Br)cc1F
  A: -15% | B: 0% | C: 0% | D: 5% | E: 1% | F: 5% | G: 8% | H: 12%
O=C(NCCc1csc(-c2ccccc2)n1)c1cccs1
  A: -1% | B: -2% | C: 0% | D: -4% | E: 5% | F: 7% | G: 1% | H: 5%
Cc1cc(C)nc(-n2ncc3c2CC(c2ccc(F)cc2)CC3=O)n1 (centres undefined)
  A: 28% | B: -4% | C: 2% | D: 6% | E: -5% | F: -1% | G: 5% | H: 2%
CCOc1ccc(C2CC(c3ccc(F)cc3)n3ncnc3N2)cc1 (centres undefined)
  A: 8% | B: 2% | C: 5% | D: -1% | E: -4% | F: 5% | G: -10% | H: 3%
Cc1nc(SC(C(=O)c2ccccc2)c2ccccc2)nc2ccccc12 (centres undefined)
  A: 0% | B: 0% | C: -5% | D: -8% | E: ? | F: -8% | G: -27% | H: -9%
CCCn1c(C)nc2c(NC(C)CCCN(CC)CC)nc(C)nc21 (centres undefined)
  A: . | B: -4% | C: 6% | D: -5% | E: 3% | F: 1% | G: -5% | H: 9%
O=C(CCCSc1nc2sc3c(c2c(=O)[nH]1)CCC3)NCCO
  A: -4% | B: -6% | C: 1% | D: -6% | E: 3% | F: 4% | G: 0% | H: 1%
CCC1Oc2ccc(C)cc2N(CC(=O)NCc2cccs2)C1=O (centres undefined)
  A: . | B: -6% | C: 1% | D: -5% | E: -3% | F: 0% | G: -13% | H: -11%
COc1ccc(C(=O)NC(=S)NCc2ccc(-c3nc4ccccc4o3)cc2)cc1OC
  A: . | B: 1% | C: -1% | D: -16% | E: 5µM* | F: -6% | G: -23% | H: -13%
O=c1[nH]c(=O)c2nc3c4ccccc4c4ccccc4c3nc2[nH]1
  A: 9% | B: -9% | C: 0% | D: ? | E: 12% | F: 7% | G: -18% | H: 3%
N#Cc1ccsc1NC(=O)COC(=O)c1cc(Br)ccc1O
  A: -8% | B: -2% | C: -1% | D: -5% | E: . | F: -1% | G: -27% | H: -4%
COCCN1C(=O)c2oc3ccccc3c(=O)c2C1c1ccc(C(=O)OC)cc1 (centres undefined)
  A: 3% | B: 1% | C: 4% | D: 9% | E: -2% | F: -20% | G: 6% | H: -2%
O=C(Cn1cnc2cc([N+](=O)[O-])ccc2c1=O)NC(c1ccccc1)c1ccccc1
  A: -4% | B: -1% | C: 0% | D: -7% | E: -7% | F: -1% | G: -21% | H: 9%
C=CCc1ccccc1OCC(O)CN1CCN(c2ccc(OC)cc2)CC1 (centres undefined)
  A: -9% | B: -1% | C: 11% | D: ? | E: -4% | F: -10% | G: ? | H: 10%
CCOc1ccc(C(=O)Oc2ccc(NC(C)=O)cc2)cc1
  A: 12% | B: -6% | C: -6% | D: -10% | E: 15% | F: 4% | G: 2% | H: 4%
CN(Cc1ccccc1)S(=O)(=O)c1ccc(S(=O)(=O)N(Cc2ccc(F)cc2)C2CCCC2)cc1
  A: . | B: 0% | C: 10% | D: 10% | E: 12% | F: 13% | G: -9% | H: -4%
O=C(Nc1ccc(N2CCOCC2)cc1)C1CCN(S(=O)(=O)c2ccccc2F)CC1
  A: 5% | B: -2% | C: 6% | D: ? | E: . | F: -2% | G: -7% | H: 12%
CN(CC(=O)NCc1ccccn1)S(=O)(=O)c1ccc(F)cc1
  A: 3% | B: 1% | C: -6% | D: 1% | E: 1% | F: -4% | G: -2% | H: 4%
S=C(NCc1ccncc1)Nc1ccc(Cl)cc1
  A: 6% | B: 0% | C: -7% | D: 5% | E: 16% | F: 5% | G: 2% | H: -6%

Full records as entered above. Order of values: L3MBTL1 block, TR SRC2 fluor cs, GLA spleen mod, Tau ThT inhib, ALDH1A1 inh, TRb SRC2 PPI, Tau fluor cs, Tau fibril FP
Cc1nc(SC(C(=O)c2ccccc2)c2ccccc2)nc2ccccc12 (centres undefined) as listed: 0%, 0%, -5%, -8%, ?, -8%, -27%, -9%
S=C(NCc1ccncc1)Nc1ccc(Cl)cc1 as listed: 6%, 0%, -7%, 5%, 16%, 5%, 2%, -6%
O=C(Cn1cnc2cc([N+](=O)[O-])ccc2c1=O)NC(c1ccccc1)c1ccccc1 as listed: -4%, -1%, 0%, -7%, -7%, -1%, -21%, 9%
COc1ccc(C(=O)NC(=S)NCc2ccc(-c3nc4ccccc4o3)cc2)cc1OC as listed: ., 1%, -1%, -16%, 5µM*, -6%, -23%, -13%
CN(CC(=O)NCc1ccccn1)S(=O)(=O)c1ccc(F)cc1 as listed: 3%, 1%, -6%, 1%, 1%, -4%, -2%, 4%

(next part)
Screens by letter: A = L3MBTL1 block; B = TR SRC2 fluor cs; C = GLA spleen mod; D = Tau ThT inhib; E = ALDH1A1 inh; F = TRb SRC2 PPI; G = Tau fluor cs; H = Tau fibril FP
Cc1csc(NC(=O)CNS(=O)(=O)c2cccs2)n1
  A: -2% | B: 0% | C: -8% | D: -1% | E: -6% | F: -2% | G: -2% | H: -4%
CCOC(=O)c1c(NC(=O)COc2cccc(C(F)(F)F)c2)sc2c1CCCCC2
  A: . | B: -19% | C: . | D: -18% | E: . | F: 2% | G: -2% | H: -6%
O=S(=O)(Nc1ccc(N2CCOCC2)cc1)c1cccs1
  A: -10% | B: -4% | C: -2% | D: ? | E: ? | F: -1% | G: -13% | H: 12%
COc1ccc(-c2nc3ccccc3n3c(-c4ccccc4)c4c(=O)n(C)c(=O)n(C)c4c23)cc1OC
  A: . | B: ? | C: . | D: -17% | E: . | F: -8% | G: -8% | H: 12%
COc1ccc(-n2nc(C(=O)NCC(=O)Nc3cccc(C)n3)c3ccccc3c2=O)cc1
  A: . | B: 0% | C: 0% | D: -7% | E: -11% | F: -6% | G: -6% | H: -1%
COc1ccc(OC)c2[nH]c(=O)c(CCNC(=O)C(C)(C)C)cc12
  A: 7% | B: -5% | C: 5% | D: 5% | E: ? | F: -2% | G: -2% | H: 0%
O=C(O)CCSc1nc(C(F)(F)F)cc(=O)n1-c1ccccc1
  A: 0% | B: 1% | C: -2% | D: -6% | E: -7% | F: 0% | G: -5% | H: 3%
COc1cc(NC(=O)Cc2ccc([N+](=O)[O-])cc2)c(C(=O)O)cc1OC
  A: 8% | B: -20% | C: 3% | D: -6% | E: -3% | F: 2% | G: -2% | H: -5%
Cc1cc(C(=O)N/N=C/c2ccc([N+](=O)[O-])cc2)c(C)o1
  A: 14% | B: -5% | C: -3% | D: 5% | E: -5% | F: -3% | G: 7% | H: 3%
COc1ccc(CN2C(=O)c3ccccc3C(/C=N\OCc3ccc(C)cc3)C2=O)cc1 (centres undefined)
  A: -3% | B: 0% | C: 8% | D: -7% | E: 1% | F: 0% | G: -17% | H: 0%
N#CCSCC(=O)Nc1ccc(F)cc1
  A: . | B: -2% | C: -27% | D: 5% | E: 15% | F: -1% | G: 3% | H: 3%
O=C(NCC(=O)N(Cc1cccs1)C(C(=O)NC1CCCC1)c1ccco1)c1cccs1 (centres undefined)
  A: 4% | B: -4% | C: -1% | D: 6% | E: 4% | F: -6% | G: -3% | H: -6%
CCn1ccnc1CN1CCc2c([nH]c3ccccc23)C1C(C)(C)C (centres undefined)
  A: -23% | B: -6% | C: 3% | D: -13% | E: -10% | F: -3% | G: -13% | H: -9%
COc1ccc(CCNC(=O)C2CCCN2C(=O)NC2CCCCC2)cc1OC (centres undefined)
  A: -4% | B: -2% | C: 9% | D: -9% | E: 7% | F: -21% | G: -3% | H: 3%
